# LYPLA2 inh: LYPLA2 inhibitors, primary screen, counter-screen for PME1 inhibitor project, biochemical, fluorescence polarization, FP-Rh probe ABPP; Acyl-protein thioesterase 2 (Homo sapiens), O95372; recombinant LYPLA2; inhibition, % at 5.9 µM; 320,000 tested, 0.38% active; AID 2177, 2009;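 active means inhibition above the screen-wide mean plus 3 SD, limit set per campaign, cut at about 26% in these data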;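 further: 0% = LYPLA2 with DMSO and 100% = wells lacking LYPLA2 enzyme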
# PREPL inhibitor: PREPL enzyme inhibitors, primary screen, biochemical, fluorescence polarization. AID 2751, 2010. inhibition, % at 5.96 µM. 320,000 tested, 0.68% active. recombinant PREPL, fluorescence polarization activity-based probe. Prolyl endopeptidase-like (Homo sapiens), Q4J6C6; in the data active means inhibition above about 43%;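 further: 0% = enzyme with DMSO and 100% = wells lacking enzyme; many of its hits are not listed in these tables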
# pPAFAH FP inh: pPAFAH enzyme inhibitors, primary screen, biochemical, fluorescence polarization, human | Platelet-activating factor acetylhydrolase (Homo sapiens), Q13093 | recombinant pPAFAH, FP-rhodamine probe fluorescence polarization | inhibition, % at 3.39 µM | 330,000 tested, 1.5% active;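 active means inhibition above the mean inhibition across the screen plus 3 SD, cut at about 25% in these data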;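 further: inhibitors block binding of the rhodamine activity-based probe so polarization drops; 0% = enzyme with DMSO and 100% = wells lacking pPAFAH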
# Target sequence (Q13093 whole entry, looked up): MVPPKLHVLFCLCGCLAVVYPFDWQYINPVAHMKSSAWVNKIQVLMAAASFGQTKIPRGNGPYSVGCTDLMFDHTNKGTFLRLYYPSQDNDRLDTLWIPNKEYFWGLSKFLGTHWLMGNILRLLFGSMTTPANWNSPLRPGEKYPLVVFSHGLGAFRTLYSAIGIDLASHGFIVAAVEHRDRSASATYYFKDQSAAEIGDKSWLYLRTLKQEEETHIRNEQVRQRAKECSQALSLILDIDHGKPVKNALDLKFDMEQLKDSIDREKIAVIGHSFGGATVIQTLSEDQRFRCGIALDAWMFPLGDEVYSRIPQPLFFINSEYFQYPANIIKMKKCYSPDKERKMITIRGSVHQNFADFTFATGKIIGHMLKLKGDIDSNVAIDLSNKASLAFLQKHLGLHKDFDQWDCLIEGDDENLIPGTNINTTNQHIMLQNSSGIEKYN
# PAFAH1B2 FP inh: PAFAH1B2 enzyme inhibitors, primary screen, biochemical, fluorescence polarization, human | Platelet-activating factor acetylhydrolase IB subunit alpha2 (Homo sapiens), P68402 | recombinant PAFAH1B2, FP-rhodamine activity probe | inhibition, % at 3.39 µM | 340,000 tested, 1.2% active | AID 492953, 2010;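 active means inhibition above the mean of all tested compounds plus 3 SD, cut at about 24% in these data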;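 further: 0% = enzyme with DMSO and 100% = wells lacking PAFAH1B2; many of its hits are not listed in these tables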
# PME-1 inh: PME-1 inhibitors via competitive probe labeling, primary screen, biochemical, fluorescence polarization, FP-Rh probe, HTS | AID 2130, 2009 | recombinant PME-1 | inhibition, % at 5.9 µM | 320,000 tested, 0.53% active | Protein phosphatase methylesterase 1 (Homo sapiens), Q9Y570;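 active means inhibition above the campaign mean of all compounds plus 3 SD, cut at about 26% in these data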;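 further: competitive labeling of PME-1 active site by serine hydrolase directed probe; 0% = PME-1 with DMSO and 100% = wells lacking PME-1 enzyme; inhibitors block probe labeling so polarization falls and inhibition rises; many of its hits are not listed in these tables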
# PAFAH1B3 inh: PAFAH1B3 enzyme inhibitors, primary screen, biochemical, fluorescence polarization, human. AID 492972, 2010. inhibition, % at 3.39 µM. Platelet-activating factor acetylhydrolase IB subunit alpha1 (Homo sapiens), Q15102. recombinant PAFAH1B3, FP-rhodamine probe. 340,000 tested, 0.28% active;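 active means inhibition above the screen-wide average of all tested compounds plus 3 SD, cut at about 25% in these data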;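 further: 0% = enzyme with DMSO only and 100% = wells lacking PAFAH1B3 protein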
# GSTO1 inh: inhibitors of recombinant GSTO1, primary screen, counter-screen for RBBP9 inhibitor project, biochemical, fluorescence polarization. Glutathione S-transferase omega-1 (Homo sapiens), P78417. activity-based probe fluorescence polarization. inhibition, % at 5.96 µM. 300,000 tested, 1.1% active;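 active means inhibition above the campaign mean inhibition plus 3 SD, cut at about 35% in these data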;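 further: 0% = GSTO1-1 with DMSO and 100% = wells lacking GSTO1-1 enzyme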
# Target sequence (P78417 whole entry, looked up): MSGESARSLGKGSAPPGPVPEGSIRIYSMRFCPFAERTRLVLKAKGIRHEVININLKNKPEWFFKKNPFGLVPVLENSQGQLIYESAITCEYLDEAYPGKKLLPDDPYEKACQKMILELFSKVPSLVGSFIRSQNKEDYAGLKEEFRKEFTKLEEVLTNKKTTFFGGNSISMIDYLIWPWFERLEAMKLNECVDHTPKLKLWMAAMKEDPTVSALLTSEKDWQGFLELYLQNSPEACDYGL
# PAD4 inh: human PAD4 inhibitors, primary screen, biochemical, fluorescence polarization, 1536-well format | inhibition, % at 6.36 µM | AID 485272, 2010 | 330,000 tested, 0.41% active | Protein-arginine deiminase type-4 (Homo sapiens), Q9UM07 | recombinant PAD4, RCA probe fluorescence polarization;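 active means percent inhibition above a cutoff equal to the mean of all tested compounds plus 3 SD, cut at about 15% in these data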;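 further: 0% = PAD4 with RCA probe and DMSO and 100% = probe without PAD4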
# LYPLA1 counter: LYPLA1 inhibitors, primary screen, counter-screen for PME1 inhibitor project, biochemical, fluorescence polarization, FP-Rh probe ABPP | Acyl-protein thioesterase 1 (Homo sapiens), O75608 | recombinant LYPLA1 | inhibition, % at 5.9 µM | 320,000 tested, 0.16% active | AID 2174, 2009;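 active means inhibition above the mean of all tested compounds plus 3 SD, set per campaign, cut at about 14% in these data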;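 further: inhibitors block serine hydrolase probe labeling of LYPLA1 so polarization falls; 0% = enzyme with DMSO and 100% = wells lacking LYPLA1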
# Target sequence (O75608 whole entry, looked up): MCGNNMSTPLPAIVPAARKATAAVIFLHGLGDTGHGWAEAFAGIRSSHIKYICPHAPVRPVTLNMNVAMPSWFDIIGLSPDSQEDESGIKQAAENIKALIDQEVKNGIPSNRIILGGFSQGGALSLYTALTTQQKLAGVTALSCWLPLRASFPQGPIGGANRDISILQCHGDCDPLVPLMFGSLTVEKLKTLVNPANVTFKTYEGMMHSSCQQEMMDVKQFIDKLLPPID
# The depositor's hits bear a star; · = no result given. Only part of the results is shown; rates above refer to the full screens.
# The opening two entries as a preview:
SMILES	LYPLA2 inh	PREPL inhibitor	pPAFAH FP inh	PAFAH1B2 FP inh	PME-1 inh	PAFAH1B3 inh	GSTO1 inh	PAD4 inh	LYPLA1 counter
N=C1/C(=C/c2ccc(OC(=O)c3ccco3)cc2)C(=O)N=C2SC=CN12	-3	20	7	2	-8	3	4	-3	-3
Cc1cc(OCC(=O)N2CCC(C(N)=O)CC2)c2c(C)c(C)c(=O)oc2c1	0	-1	9	5	-2	-6	-2	-1	4

# The whole of this part, from the start:
SMILES	LYPLA2 inh	PREPL inhibitor	pPAFAH FP inh	PAFAH1B2 FP inh	PME-1 inh	PAFAH1B3 inh	GSTO1 inh	PAD4 inh	LYPLA1 counter
N=C1/C(=C/c2ccc(OC(=O)c3ccco3)cc2)C(=O)N=C2SC=CN12	-3	20	7	2	-8	3	4	-3	-3
Cc1cc(OCC(=O)N2CCC(C(N)=O)CC2)c2c(C)c(C)c(=O)oc2c1	0	-1	9	5	-2	-6	-2	-1	4
COc1ccc2c3c1O[C@H]1C[C@@H](O)C=C[C@@]31CCN(C)C2	6	12	-3	7	-1	14	0	-1	-3
COc1ccccc1NC(=O)c1ccc(CS(=O)(=O)c2ccc(C)cc2)cc1	4	-2	21	-6	-5	4	3	1	0
Cc1ccn2c(c1)nc(=O)c1cc(S(=O)(=O)N3CCOCC3)ccc12	-1	4	1	-4	2	-2	3	1	-2
CC1Cc2ccccc2N1C(=O)CSc1nnc(-c2ccc(S(=O)(=O)N3CCOCC3)cc2)n1C (centres undefined)	-1	8	-1	3	-3	5	-7	-3	-5
O=C(CC1CS(=O)(=O)CC1CC(=O)Oc1ccccc1F)Oc1ccccc1F (centres undefined)	0	-1	2	3	-5	7	11	2	-2
NC(=O)CC(NC(=O)c1ccccc1)c1ccc(NC2CCC2)c([N+](=O)[O-])c1 (centres undefined)	-6	19	8	-3	-2	3	-7	0	-3
CCN1C(=O)C(CC(=O)Nc2ccc(OC)cc2)N(Cc2ccc3c(c2)OCO3)C1=S (centres undefined)	-4	10	9	0	10	4	-1	-2	-4
COc1ccccc1CCNC(=O)C(=O)NCCC1CCCCN1S(=O)(=O)c1cccs1 (centres undefined)	7	-20	5	3	1	8	-3	-9	4
CCC(C)c1ccc(OCC(=O)NNC(=O)C2CCCCC2)cc1 (centres undefined)	0	7	-3	7	0	6	-2	1	3
O=C(CSc1nnc(CNC(=O)c2ccc(F)cc2)o1)Nc1ccc2c(c1)OCO2	-2	-3	5	6	7	13	6	6	0
COCCCNC(=O)/C(C#N)=c1\s/c(=C\c2ccccc2OC(F)F)c(=O)n1CCCOC	5	2	1	6	-4	8	-4	-1	-1
O=C(COc1ccc(Nc2ccccc2)cc1)Nc1ccncc1	9	19	13	1	-17	1	6	0	1
Cc1c(NC(=O)CSc2ccc3ccccc3n2)c(=O)n(-c2ccccc2)n1C	5	9	-3	4	6	7	·	4	3
COc1ccc(F)cc1S(=O)(=O)Nc1cccc(C(=O)O)c1	-5	6	7	10	8	8	-8	-2	-3
O=C(Nc1nc2ccccc2n1CCN1CCCCC1)c1ccco1	1	5	6	3	-1	6	0	3	0
COc1ccc(-c2cc3ccc(O)cc3oc2=O)cc1	9	-4	9	4	-1	1	35	1	1
Cc1ccc2[nH]c(C(=O)N3CCN(C(c4ccccc4)c4ccccc4)CC3)cc2c1	0	17	-4	-1	0	1	-2	-3	-1
NC(=O)Nc1ccc(F)cc1	-8	3	3	-1	-2	1	-3	-5	-7
CC(=O)Nc1ccc(S(=O)(=O)N2CCSC2C(=O)O)cc1 (centres undefined)	2	9	-4	0	-4	7	8	-2	2
CC1CN(c2ncnc3c2c(-c2ccccc2)cn3-c2ccc(F)cc2)CC(C)O1 (centres undefined)	-3	6	0	-2	-2	6	-9	1	1
CCCCCC(=O)Nc1cccc(C2=NOC3(C2)C[C@H](C(N)=O)N(C(=O)COc2ccc(Cl)cc2)C3)c1 (some centres undefined)	-1	-3	8	-1	-1	-1	-4	1	-3
O=c1nc2cccc3c2=c(/c1=C(\O)c1ccccc1)c1ccccc1c3=O	-2	-1	9	-7	25	-1	1	-3	0

# 5 neighbouring records already listed:
SMILES	LYPLA2 inh	PREPL inhibitor	pPAFAH FP inh	PAFAH1B2 FP inh	PME-1 inh	PAFAH1B3 inh	GSTO1 inh	PAD4 inh	LYPLA1 counter
NC(=O)Nc1ccc(F)cc1	-8	3	3	-1	-2	1	-3	-5	-7
CC(=O)Nc1ccc(S(=O)(=O)N2CCSC2C(=O)O)cc1 (centres undefined)	2	9	-4	0	-4	7	8	-2	2
CC1CN(c2ncnc3c2c(-c2ccccc2)cn3-c2ccc(F)cc2)CC(C)O1 (centres undefined)	-3	6	0	-2	-2	6	-9	1	1
CCCCCC(=O)Nc1cccc(C2=NOC3(C2)C[C@H](C(N)=O)N(C(=O)COc2ccc(Cl)cc2)C3)c1 (some centres undefined)	-1	-3	8	-1	-1	-1	-4	1	-3
O=c1nc2cccc3c2=c(/c1=C(\O)c1ccccc1)c1ccccc1c3=O	-2	-1	9	-7	25	-1	1	-3	0

# Next section
SMILES	LYPLA2 inh	PREPL inhibitor	pPAFAH FP inh	PAFAH1B2 FP inh	PME-1 inh	PAFAH1B3 inh	GSTO1 inh	PAD4 inh	LYPLA1 counter
Cc1noc(C)c1CSCC(=O)Nc1nc2ccc(S(C)(=O)=O)cc2s1	8	10	6	2	-7	2	-2	0	3
CCCONC(=O)Nc1ccccc1[N+](=O)[O-]	4	-6	2	9	5	-3	3	-1	3
O=C(CSc1cccc[n+]1[O-])Nc1c(Br)cc([N+](=O)[O-])cc1Br	-5	-2	5	3	-1	5	12	-2	-3
CSc1ncccc1C(=O)Nc1ccc(S(=O)(=O)NC2=NCCCCC2)cc1	2	10	-1	2	6	6	0	0	4
Cc1ccc(-c2nnc(N3CCN(C(=O)COc4cccc(C)c4)CC3)c3ccccc23)cc1	13	12	5	8	-2	2	3	0	1
N#CC1(NC(=O)COC(=O)c2cc([N+](=O)[O-])ccc2N2CCCC2)CCCCC1	13	7	2	0	0	4	6	0	5
COc1cc(-c2nc3ccccc3c(=O)n2N)cc(OC)c1OC	2	0	5	7	-7	2	-2	-1	2
COc1cccc(C(=O)NNC(=O)c2ccc(NS(=O)(=O)c3cccs3)cc2)c1OC	-5	9	26*	2	-3	2	8	-2	-4
N#CCCN1CCN(S(=O)(=O)c2ccc(S(=O)(=O)NCc3ccccc3)cc2)CC1	3	7	-1	7	7	6	6	1	3
Cn1c(N)c(C(=O)COc2ccc(C#N)cc2)c(=O)n(C)c1=O	0	4	3	1	-7	1	-7	1	-1
CCCSC1=N/C(=C/c2ccsc2)C(=O)N1c1ccccc1	-9	7	-5	1	0	0	-1	1	-4
CCCOc1cccc(C(=O)Nc2ccc3c(c2)OCCO3)c1	-2	-5	5	0	0	9	0	0	1
COC(=O)c1c(C)[nH]c(C(=O)OCC(=O)c2c(N)n(CC(C)C)c(=O)n(C)c2=O)c1C	·	-26	0	2	·	5	·	1	·
CCN(CC)C(=O)c1nc[nH]c1C(=O)N1CCN(C(=O)OC(C)(C)C)CC1	0	0	-1	3	4	0	·	1	2
CCCc1nc(SCC(=O)NNC(=O)C2CCCCC2)c2ccccc2n1	3	-7	1	2	5	3	10	3	2
CC1(C)Cc2cccc(OCC(=O)NCc3ccccc3)c2O1	-1	0	2	-2	-6	4	-7	-4	-2
O=C(O)C1=C[C@@H](C2CCCCC2)C[C@@H](OCCCCO)O1	2	3	3	-7	-4	2	1	-1	2
COc1ccccc1CNC(=O)COC(=O)c1cc([N+](=O)[O-])ccc1N1CCOCC1	-1	2	9	3	12	-2	3	0	1
O=C(Nc1ccccc1Oc1ccccc1)C1CC1	3	1	-7	1	2	7	1	0	2
CCC(Oc1ccccc1)C(=O)NCCOC (centres undefined)	-1	1	4	-3	2	-6	3	3	-3
CC1CCCCC12NC(=O)N(CC(=O)NCc1ccco1)C2=O (centres undefined)	6	7	-3	3	3	9	·	3	1
CN1CCN(C(=O)c2ccc3c(c2)N(C)C(=O)/C(=C/c2cccc(Cl)c2)S3)CC1	4	20	18	3	21	5	-16	-1	1
Cc1ccnc(Nc2nc(-c3ccc(O)cc3O)cs2)c1	-3	24	14	8	10	22	15	-1	-5
CCCCOc1ccccc1C1NC(=O)NC(C)=C1C(=O)OCc1ccco1 (centres undefined)	-5	-11	6	-3	-6	2	-3	2	0
O=C(Cn1cncn1)c1ccc(F)cc1F	4	8	-3	0	2	-3	-7	-13	1
c1cncc(-c2nc(NCC3CCCO3)c3ccccc3n2)c1 (centres undefined)	-4	8	5	3	-2	15	-1	-5	-3
S=C(NCc1ccncc1)Nc1cc(Cl)cc(Cl)c1	2	-38	-1	5	-2	9	-4	-1	-6
COc1c(C)oc2cc(O)ccc2c1=O	5	2	7	6	-1	12	-2	-5	-1
CC(=O)N(C)c1ccc(C(O)(C(F)(F)F)C(F)(F)F)cc1	5	4	2	5	2	12	5	-1	3
CC(NC(=O)CN1C(=O)NC2(CCCCCC2)C1=O)c1ccccc1Cl (centres undefined)	-4	15	-1	4	-3	4	·	-4	-4
O=C1CC(N2CCSCC2)C(=O)N1c1cccc(Br)c1 (centres undefined)	13	-1	3	7	3	-2	2	1	3
O=C1Nc2ccc([N+](=O)[O-])cc2OC1CCN1CCN(Cc2ccccc2)CC1 (centres undefined)	15	10	2	-4	-4	-2	6	1	-1
Cc1ccc2oc(C(=O)N(Cc3nccn3C)C(C)C)c(C)c2c1	-2	4	6	0	1	8	-1	1	2
O=C(O)c1cccc2c1C(=O)c1ccc(N3CCCCC3)cc1S2(=O)=O	0	-3	2	5	-8	3	·	-8	-3
O=C(Nc1ccc(N2CCOCC2)cc1)c1cccc(S(=O)(=O)N2CCOCC2)c1	·	18	0	-2	·	6	·	-3	·
Cc1nn(CCc2nc(-c3ccco3)cs2)c2[nH]c(=O)cc(C(F)(F)F)c12	2	4	13	1	-1	6	-34	-2	-2
COc1ccc(N2CC(C)Cn3c2nc2c3c(=O)n(Cc3ccc(F)cc3)c(=O)n2C)c(OC)c1 (centres undefined)	-1	6	-1	0	-1	7	1	3	-4
